NadD block = inhibitors of S. aureus NadD, primary screen, biochemical, colorimetric, uHTS | inhibition, % at 20 µM | purified NadD enzyme, colorimetric absorbance read-out | 0.78% of 360,000 active | Nicotinate-nucleotide adenylyltransferase NadD (Staphylococcus aureus N315); in the data active means inhibition above about 26%; further: some compounds past the cut are filed as inactive
TbMetRS inhib = T. brucei MetRS inhibitors, primary screen, biochemical, luminescence. methionyl-tRNA synthetase (Trypanosoma brucei brucei). purified T. brucei MetRS, ATP depletion, Kinase-Glo luminescence. inhibition, % at 11.9 µM. 0.4% of 360,000 active. AID 624268, 2012;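 active means inhibition above a per-plate cutoff of the control wells' mean inhibition plus 3 SD, cut at about 5.5% in these data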;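 further: 0% = DMSO wells median and 100% = median of wells with control inhibitor compound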
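Dosing: 11.9 µM compound single dose, 0.9% DMSO; Assay system: purified T. brucei MetRS enzyme; Measured by: Kinase-Glo luciferase luminescence reporting remaining unconsumed ATP; Schedule: 15 min plus 2 h at 25 °C.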
DNMT1 inh = human DNMT1 methyltransferase inhibitors, primary screen, biochemical, molecular beacon, fluorescence, HinP1I cleavage, uHTS. inhibition (reported as % activation of signal), % at 10 µM. 0.83% of 360,000 active. DNA (cytosine-5)-methyltransferase 1 (Homo sapiens), P26358; in the data active means inhibition above about 50%
Target sequence (P26358 504-1616 limits assumed): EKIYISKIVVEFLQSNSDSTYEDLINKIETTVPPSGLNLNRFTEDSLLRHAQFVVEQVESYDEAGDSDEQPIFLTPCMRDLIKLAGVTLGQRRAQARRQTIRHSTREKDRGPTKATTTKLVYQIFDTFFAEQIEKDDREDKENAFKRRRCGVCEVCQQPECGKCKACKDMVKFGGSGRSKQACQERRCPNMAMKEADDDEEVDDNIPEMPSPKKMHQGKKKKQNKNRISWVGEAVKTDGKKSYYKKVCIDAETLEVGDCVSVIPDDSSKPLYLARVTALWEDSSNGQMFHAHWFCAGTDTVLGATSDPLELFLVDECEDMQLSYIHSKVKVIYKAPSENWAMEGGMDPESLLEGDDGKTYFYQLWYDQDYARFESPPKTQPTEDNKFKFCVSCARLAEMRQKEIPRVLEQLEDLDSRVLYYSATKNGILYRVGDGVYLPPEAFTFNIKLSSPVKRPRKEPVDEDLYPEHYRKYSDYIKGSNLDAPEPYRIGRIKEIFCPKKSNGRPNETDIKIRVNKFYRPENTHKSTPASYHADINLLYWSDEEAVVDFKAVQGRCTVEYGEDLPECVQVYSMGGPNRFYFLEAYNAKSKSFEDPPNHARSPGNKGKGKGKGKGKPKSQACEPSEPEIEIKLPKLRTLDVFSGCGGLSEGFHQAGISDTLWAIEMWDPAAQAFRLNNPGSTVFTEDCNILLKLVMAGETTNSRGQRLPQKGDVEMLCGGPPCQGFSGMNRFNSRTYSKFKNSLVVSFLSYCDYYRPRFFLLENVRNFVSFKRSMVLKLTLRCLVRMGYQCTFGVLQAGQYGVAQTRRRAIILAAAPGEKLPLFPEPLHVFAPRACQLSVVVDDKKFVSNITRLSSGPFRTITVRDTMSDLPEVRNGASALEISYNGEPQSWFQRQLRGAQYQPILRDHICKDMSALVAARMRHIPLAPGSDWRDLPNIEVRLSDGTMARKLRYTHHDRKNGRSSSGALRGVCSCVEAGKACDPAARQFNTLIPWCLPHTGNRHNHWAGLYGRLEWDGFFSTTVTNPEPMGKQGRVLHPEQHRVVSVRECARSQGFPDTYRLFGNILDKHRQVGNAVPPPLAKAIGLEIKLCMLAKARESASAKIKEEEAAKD
Scp-1 inhibitor = Scp-1 phosphatase inhibitors, primary screen, biochemical, colorimetric, uHTS | Recombinant Scp1, phosphopeptide, malachite green phosphate absorbance | inhibition, % at 20 µM | 0.88% of 340,000 active;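 active means inhibition above about 50% at 20 µM, limit read from the data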;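 further: plate controls were DMSO wells with enzyme for no effect and wells lacking enzyme for full effect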
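System: SCP-1 catalytic domain; Reagent: Phospho 17-mer peptide substrate; Doses: one concentration, 20 µM, with 1.0% DMSO; Incubation: 45 min room-temperature reaction, 5 min colour, 30 min stabiliser; Signal: Phosphate-binding colour reagent, absorbance read at 630 nm.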
SUMO1-SIM PPI = modulators of SUMO1 protein-protein interactions, primary screen, biochemical, uHTS; Small ubiquitin-related modifier 1 (Homo sapiens), P63165; inhibition, % at 20 µM; 0.33% of 360,000 active; SUMO1 binding to a labelled peptide, TR-FRET, 1 h; in the data active means inhibition above about 37%
SKN-1 inh = suppressors of acrylamide-induced Pgst-4::GFP reporter in worms, primary screen, SKN-1 inhibitor project, whole organism, uHTS, GFP/RFP fluorescence ratio, strain VP596 | 0.49% of 360,000 active | C. elegans VP596 Pgst-4::GFP/RFP ratio, 24 h | inhibition, % at 21.8 µM;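 active means interference check ratio from 0.5 to 1.5 plus GFP to RFP signal ratio inhibition reaching or exceeding a fixed threshold, cut at about 30% in these data, passing the limit was not always enough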; further: some compounds called inactive have numbers as strong as hits
STEP block = STEP phosphatase inhibitors, primary screen, biochemical, fluorescence intensity, uHTS; 0.25% of 360,000 active; recombinant STEP, OMFP fluorogenic substrate; AID 588621, 2011; Tyrosine-protein phosphatase non-receptor type 5 (Homo sapiens), P54829; inhibition, % at 20 µM;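 active means inhibition at 20 µM, scaled per plate between control wells, above about 37%, limit read from the data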;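 further: 0% = DMSO with enzyme and substrate and 100% = substrate only without enzyme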
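material = STEP tyrosine phosphatase | reagent = fluorogenic phosphatase substrate OMFP at 25 µM final | doses = single compound dose of 20 µM, 1% DMSO final | schedule = 20 min reaction, room temperature, in the dark | measured by = fluorescence, 480/540 nm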
LMPTP block = LMPTP phosphatase inhibitors, primary screen, biochemical, fluorescence intensity, uHTS; recombinant LMPTP-A, OMFP fluorogenic substrate; inhibition, % at 20 µM; 0.22% of 360,000 active; Low molecular weight phosphotyrosine protein phosphatase (Homo sapiens), P24666;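 active means compounds that cut the enzyme signal by at least half of the control window in the single-dose screen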;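 further: plate controls were DMSO wells with enzyme plus substrate for no effect and substrate without enzyme for full effect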
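Test system – LMPTP-A enzyme · Amount – LMPTP-A at 0.625 nM final in the reaction · Buffer or medium – Bis-Tris pH 6.0, DTT, detergent · Reagent – OMFP 400 µM · Doses – single 20 µM dose · Schedule – reaction 50 min, room temperature, dark · Detection – fluorescence intensity of OMFP turnover product · Evaluation – percent inhibition versus substrate-only and uninhibited controls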
Neddyl block = inhibitors of cullin neddylation, primary screen, biochemical, TR-FRET, uHTS, NAE and Ubc12 | NEDD8-conjugating enzyme Ubc12 (Homo sapiens) + NEDD8-activating enzyme E1 regulatory … | calls only at 25 µM | 0.58% of 360,000 active | AID 651699, 2012; in the data active means inhibition above about 36%
CendR NRP1 mod = modulators of CendR peptide binding to NRP-1, primary screen, biochemical, fluorescence polarization, uHTS | AID 602438, 2012 | 0.85% of 360,000 active | FAM-RPARPAR peptide binding to NRP-1 | inhibition, % at 25 µM | Neuropilin-1 (Homo sapiens), O14786;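 active means inhibition or corrected inhibition above about 18%, plus a signal ratio from 0.5 to 1.5, limit read from the data, passing the limit was not always enough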; further: strong numbers were not always called active
* = called active by the depositor; i = inactive; . = no result given. An unsorted share of the library; 4.6% or so of the library scored in one or more.

SMILES	NadD block	TbMetRS inhib	DNMT1 inh	Scp-1 inhibitor	SUMO1-SIM PPI	SKN-1 inh	STEP block	LMPTP block	Neddyl block	CendR NRP1 mod
O=C(C1CCC(Cn2c(=O)[nH]c3ccccc3c2=O)CC1)N1CCN(c2ccccc2)CC1 (stereo not drawn)	0	0.6	-7	-13	8	-4	0	1.0	i	5
O=C(NNC(=O)c1ccc2ccccc2c1)c1cccc(Cl)c1	-1	-0.3	7	-2	-17	10	1	-1.7	i	-3
COc1ccc(-c2noc(C3CCCN(C(=O)c4ccccc4)C3)n2)cc1 (stereo not drawn)	-9	0.3	-1	-11	2	-4	3	-0.7	i	-3
O=C(Nc1ccc2c(c1)OCO2)c1cc(-c2cccc(O)c2)on1	-5	0.1	-15	-3	5	7	0	1.6	i	5
COc1ccc2c(c1)O/C(=C\c1ccccc1C)C2=O	-12	-0.6	-2	-8	-25	18	1	3.4	i	9
COCCn1cc(C(=O)NCc2cccs2)c2c3ccccc3n(C)c2c1=O	-12	0.6	-4	-8	-2	41*	1	0.5	i	-18
Cc1cccc(NC(=O)CSc2nnc(Cn3cnc4ccccc43)o2)c1	1	-0.4	0	0	2	4	1	-0.2	i	-4
COC(=O)/C(=C\C(=O)c1ccc([N+](=O)[O-])cc1)Nc1ccc(OC)cc1	-8	0.4	0	-4	-40	7	-1	3.3	i	2
CN(C)c1ccc(C(=O)OCC(=O)NC2CCCCC2)cc1	4	-1.1	8	0	-4	-13	-5	0.1	i	2
Cc1ccc(C)c(OC(=O)C2CSC3(C)CCC(=O)N23)c1C (stereo not drawn)	-4	-0.4	-1	0	0	-19	-1	-0.5	i	-4

By substructure, the compounds so far with an aryl methoxy group.
SMILES	NadD block	TbMetRS inhib	DNMT1 inh	Scp-1 inhibitor	SUMO1-SIM PPI	SKN-1 inh	STEP block	LMPTP block	Neddyl block	CendR NRP1 mod
COc1ccc(-c2noc(C3CCCN(C(=O)c4ccccc4)C3)n2)cc1 (stereo not drawn)	-9	0.3	-1	-11	2	-4	3	-0.7	i	-3
COc1ccc2c(c1)O/C(=C\c1ccccc1C)C2=O	-12	-0.6	-2	-8	-25	18	1	3.4	i	9
COC(=O)/C(=C\C(=O)c1ccc([N+](=O)[O-])cc1)Nc1ccc(OC)cc1	-8	0.4	0	-4	-40	7	-1	3.3	i	2

Next results:
SMILES	NadD block	TbMetRS inhib	DNMT1 inh	Scp-1 inhibitor	SUMO1-SIM PPI	SKN-1 inh	STEP block	LMPTP block	Neddyl block	CendR NRP1 mod
O=S(=O)(c1ccc(-n2cnnn2)cc1)N(C1CCCCC1)C1CCCCC1	1	-1.1	-15	-11	-1	22	5	-0.1	i	6
CCOc1ccc(C(C)NC(=O)C2CCN(S(=O)(=O)c3ccc(OC)cc3)CC2)cc1OCC (stereo not drawn)	0	-0.4	-3	-8	-2	2	-2	-1.0	i	8
COc1ccc(-c2cc(=O)c3cc(OC)ccc3o2)cc1	4	0.3	-5	-1	-11	-1	0	0.0	.	14
CCOC(=O)N1CCN(C(=O)COC(=O)CNC(=O)c2ccc(OCC)c(OCC)c2)CC1	-1	-0.4	-1	-7	4	2	0	-0.9	i	-4
COc1ccc(N2C(=S)N=C(Nc3cccc(C)c3)C23CCCCC3)cc1	0	-0.2	14	3	6	9	0	0.4	i	-7
CC1CC(C)CN(CCCNC(=O)Cn2ncc3c([nH]c4ccccc43)c2=O)C1 (stereo not drawn)	-3	0.9	-2	-4	-10	-7	0	2.2	i	3
CN(CC(=O)Nc1sccc1C(N)=O)S(=O)(=O)c1ccc(Cl)cc1	-7	-0.5	-5	-8	3	-5	3	1.7	i	-27
CS(=O)(=O)c1ccc2nc(NC(=O)Nc3ccc(Cl)c(Cl)c3)sc2c1	17	0.4	38	-13	-7	3	9	28	i	-2
CC1=C(C(=O)N2CCCCCC2)CC(CC(=O)NC2CCCCC2)C(=O)N1Cc1ccccc1 (stereo not drawn)	-1	-0.3	6	.	4	-17	0	-0.6	i	15
COc1cccc(CNC(=O)C(c2ccc(Cl)cc2)C(C)C)c1 (stereo not drawn)	-2	-0.4	-2	-8	5	6	-2	-1.6	i	8
N#C/C(=C\N1CCOCC1)S(=O)(=O)c1ccc(Cl)cc1	1	0.1	-2	-3	6	7	-3	-1.3	i	-4
Fc1cccc(F)c1/C=N/N1CCOCC1	-3	-1.2	1	2	-1	-8	-2	-2.0	i	17
Cc1ccc(C)c(OCCCCN2CCNCC2)c1C	-5	-0.3	-1	-8	6	-16	-3	-6.6	i	14
CN(C)c1cncc(C(=O)O)c1	-2	1.1	-1	1	3	7	0	-1.4	i	4
O=C(Nc1nccs1)C1CC(=O)N(c2ccc(F)cc2)C1 (stereo not drawn)	0	-0.7	2	-3	3	-9	-5	1.2	i	-2
COc1ccc(CNC(=O)CN(Cc2ccco2)C(=O)CCC(=O)Nc2ccccn2)cc1	4	0.1	12	-3	-1	-13	1	0.5	i	8
CC(C)n1c(N2CCN(S(=O)(=O)c3cccc([N+](=O)[O-])c3)CC2)nc2ccccc21	4	-1.2	0	-2	-20	-2	2	2.9	i	7
CCOCc1cn(CC(=O)c2ccc([N+](=O)[O-])cc2)c(C)nc1=N	-4	-0.2	2	1	-27	15	1	0.5	i	1
O=C1N=C(N2CCCC2)CN1c1ccccc1	1	0.8	-8	-2	-2	-10	0	-2.5	i	1
O=C(Cc1cccc2ccccc12)NNC(=O)c1ccc(Br)o1	3	-0.8	-3	-11	4	-11	2	-0.4	i	1
Cc1ccc(C(=O)O/N=C2\CCS(=O)(=O)c3sccc32)cc1	-1	0.0	4	6	0	-9	-3	-0.8	i	-2
COC(=O)[C@]12CCCCC=C1N(Cc1ccc(Cl)cc1Cl)C(=O)[C@H](CC(=O)NCC1CCCCC1)C2	4	-0.7	.	.	3	8	.	4.7	i	4
COc1cccc(CN2CCN(C(=O)Nc3ccc([N+](=O)[O-])cc3)CC2)c1	-4	0.0	2	7	-13	9	1	1.2	i	4
COc1ccc(NC(=O)CC2S/C(=N\c3nccs3)N(C)C2=O)cc1 (stereo not drawn)	-1	-0.5	-4	-1	-4	3	0	-1.2	i	11
CCCC(=O)NC(c1ccc(OC)c(OC)c1)c1c(O)ccc2ccccc12 (stereo not drawn)	-9	-0.5	-5	-11	-3	7	-12	0.2	i	-4
CCCCn1c(N)c(N(CCOC)C(=O)CN(C)CC(=O)Nc2ccc(Cl)c(Cl)c2)c(=O)[nH]c1=O	3	0.2	-6	-4	-1	-3	1	-1.5	i	9
CCOCC(=O)Nc1cc(C(F)(F)F)ccc1Oc1cccc(Br)c1	15	-0.1	0	-8	-1	0	-1	0.1	i	-11
Cc1ccc(C)c(OCCC(=O)NNC(=O)c2cc(C)oc2C)c1	2	-0.1	1	-7	3	0	1	-1.5	i	9
COc1ccc2nc(NS(=O)(=O)c3ccc(NC(C)=O)cc3)sc2c1	1	0.7	1	-7	8	2	2	1.5	i	7
O=C(c1ccc(-c2cccc(C(F)(F)F)c2)o1)N1CCN(c2ccccc2O)CC1	2	0.1	1	-5	-2	-5	2	4.2	i	-1
CCc1ccc(C(C(=O)NC2CCCC2)N(CCOC)C(=O)CCC(=O)Nc2cc(C)on2)cc1 (stereo not drawn)	-3	-1.1	1	3	9	-11	-2	-0.6	i	2
O=C(c1ccccc1)N1CCN(c2ncnc3sc4c(c23)CCC4)CC1	5	0.5	2	-7	2	15	-1	-0.5	i	-5
CC1(N2CCOCC2)CC2(O)C(=[N+]1[O-])CCc1c2no[n+]1[O-] (stereo not drawn)	-5	-0.8	-21	5	14	-31	1	3.9	i	2
COC(=O)c1sccc1N/C=C(\C#N)S(=O)(=O)C(C)(C)C	-2	-0.3	4	-11	2	9	0	-0.4	i	9
COc1ccc(NS(=O)(=O)c2cc(Cl)ccc2Cl)cc1S(=O)(=O)N1CCCCC1	6	1.2	0	-1	-2	7	0	0.4	i	1
COc1ccccc1C(=O)N=c1sc2c(C)ccc(OC)c2n1C	7	-0.1	-2	2	6	1	2	2.3	i	-16
COc1ccc(-c2nnc(SCC(=O)Nc3ccccc3)n2C)cc1	5	-0.1	2	-6	-4	11	-2	-1.0	i	-8
COc1ccc(COCC(CC(C)C)N2CCN(C(=O)c3cccc(C(F)(F)F)c3)CCC2=O)cc1 (stereo not drawn)	1	-0.6	7	0	3	9	-1	-1.0	i	4
CC(OC(=O)c1ccc(NC(=O)CC#N)cc1)C(=O)NCCC1=CCCCC1 (stereo not drawn)	0	-0.3	0	-1	1	9	-2	0.6	i	5
Cc1ccc(NC(=O)c2ccc(Cl)cc2Cl)cc1O	3	1.4	-1	-7	1	-2	-2	1.5	i	7
Cc1ccc(CNC(=O)C2CCC(=O)N2C2CCCCC2)cc1 (stereo not drawn)	2	-0.1	2	5	-6	10	-2	0.0	i	9
CCc1ccc(S(=O)(=O)/N=C2\C=C(Nc3ccc(O)cc3)C(=O)c3ccccc32)cc1	12	0.4	15	-15	20	6	5	14	i	16
Cn1c(C(=O)N2CCN(Cc3ccc4c(c3)OCO4)CC2)cc2sccc21	-7	-1.2	-3	0	-3	-5	-1	0.5	i	-4
COc1ccc2nc(-c3ccccc3)cc(C(=O)OCC(=O)NC3CC3)c2c1	1	0.1	-2	-4	-6	-3	-1	-0.6	i	7
O=C(Nc1ccc(F)cc1)Nc1ccc2ccccc2n1	-3	0.1	28	-7	8	-4	3	1.9	i	-2
CCN(CC)S(=O)(=O)c1cccc(C(=O)OC2CCOC2=O)c1 (stereo not drawn)	1	0.1	6	14	6	-12	6	-1.7	i	6

Gathered by group, the entries above with bromine
SMILES	NadD block	TbMetRS inhib	DNMT1 inh	Scp-1 inhibitor	SUMO1-SIM PPI	SKN-1 inh	STEP block	LMPTP block	Neddyl block	CendR NRP1 mod
O=C(Cc1cccc2ccccc12)NNC(=O)c1ccc(Br)o1	3	-0.8	-3	-11	4	-11	2	-0.4	i	1
CCOCC(=O)Nc1cc(C(F)(F)F)ccc1Oc1cccc(Br)c1	15	-0.1	0	-8	-1	0	-1	0.1	i	-11
